Compound activity from PubChem.
KCNK9 inh: human KCNK9 channel inhibition. HEK293 KCNK9, FluxOR thallium flux fluorescence; stronger effect = lower value. B-score at 10 µM. hit rate 1.2% among 310,000;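 active = ratio B-score over 3 SD below the library mean, with starting fluorescence within 5 SD of its mean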;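 also: negative B-score means less thallium flux so channel inhibition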
KCNQ1 block: human KCNQ1 channel inhibition; hit rate 1.3% among 310,000; AID 2642; CHO-K1 KCNQ1, FluxOR thallium flux fluorescence; stronger effect = higher value; P51787; B-score at 10 µM;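 active = compounds whose thallium flux B-score, printed positive for inhibition, exceeds three library SD while starting fluorescence stays within three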;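 also: channel opened by potassium depolarization with thallium stimulus after 20 min compound exposure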
hERG protect: compounds protecting human hERG from proarrhythmic drug block | CHO-hERG, FluxOR thallium flux, dofetilide IC70 present | activation (rescue from dofetilide block), less the hit threshold, % at 10 µM | hit rate 0.51% among 310,000;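 active = activation above the mean of controls blocked by dofetilide plus 5 SD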;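 also: thallium influx through hERG after potassium depolarization seen as dye fluorescence rise; in these data hits start at about 4.7%; inactives centre near -7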
Target sequence (Q12809 whole entry, looked up): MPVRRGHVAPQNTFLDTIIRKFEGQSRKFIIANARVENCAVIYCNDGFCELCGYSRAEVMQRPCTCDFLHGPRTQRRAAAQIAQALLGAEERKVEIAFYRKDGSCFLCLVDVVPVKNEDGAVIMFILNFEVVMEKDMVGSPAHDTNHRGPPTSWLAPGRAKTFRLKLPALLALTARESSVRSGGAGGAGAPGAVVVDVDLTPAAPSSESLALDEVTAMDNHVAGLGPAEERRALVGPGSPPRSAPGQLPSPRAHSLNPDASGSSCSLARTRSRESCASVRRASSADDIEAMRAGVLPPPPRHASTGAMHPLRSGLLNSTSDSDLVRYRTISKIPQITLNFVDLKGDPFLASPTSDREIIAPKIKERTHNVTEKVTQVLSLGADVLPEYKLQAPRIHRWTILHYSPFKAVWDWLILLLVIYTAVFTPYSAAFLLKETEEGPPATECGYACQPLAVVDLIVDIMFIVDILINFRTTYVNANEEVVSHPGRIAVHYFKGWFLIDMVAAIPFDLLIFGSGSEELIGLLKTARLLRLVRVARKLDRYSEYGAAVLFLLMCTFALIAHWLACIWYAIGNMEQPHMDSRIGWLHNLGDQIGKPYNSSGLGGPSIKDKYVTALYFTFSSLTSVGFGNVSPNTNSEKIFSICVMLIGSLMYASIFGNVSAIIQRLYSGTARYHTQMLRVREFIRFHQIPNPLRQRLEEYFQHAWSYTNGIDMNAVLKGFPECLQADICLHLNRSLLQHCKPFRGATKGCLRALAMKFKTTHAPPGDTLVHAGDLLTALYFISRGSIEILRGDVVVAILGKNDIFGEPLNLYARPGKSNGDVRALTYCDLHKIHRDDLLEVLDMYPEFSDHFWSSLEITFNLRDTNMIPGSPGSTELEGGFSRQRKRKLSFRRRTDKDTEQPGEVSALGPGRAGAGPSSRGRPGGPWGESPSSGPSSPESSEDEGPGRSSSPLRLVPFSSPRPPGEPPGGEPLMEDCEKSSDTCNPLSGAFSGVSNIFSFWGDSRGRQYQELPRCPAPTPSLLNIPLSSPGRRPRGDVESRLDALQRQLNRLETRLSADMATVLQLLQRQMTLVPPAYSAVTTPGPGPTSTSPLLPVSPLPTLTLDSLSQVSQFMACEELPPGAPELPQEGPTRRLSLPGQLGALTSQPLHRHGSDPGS
GSK3A inh: blocks human GSK-3 alpha kinase; P49840; ADP-Glo luminescence, 60 min; inhibition, % at 10 µM; hit rate 0.1% among 320,000; AID 2650;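 in the data active = inhibition above about 50%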;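 also: GST-tagged GSK-3 alpha with peptide substrate and 25 µM ATP; 0% = DMSO neutral wells and 100% = GW8510 positive control wells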
DYRK1A inh: Dyrk1A (rat) kinase inhibition | Q63470 | inhibition, % at 12.5 µM | ADP-Glo luminescence, NFATc1 peptide | AID 504441 | hit rate 0.43% among 310,000; in the data active = inhibition above about 50%;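 also: plate controls were vehicle with enzyme for no effect and no enzyme for full effect; many of its hits are not listed in these tables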
KCNK3 block: human KCNK3 channel inhibition, primary screen. hit rate 0.84% among 340,000. B-score at 10 µM. O14649. CHO-KCNK3 thallium flux, FluxOR fluorescence; stronger effect = lower value;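 active = B-score under library mean minus 4 SD, starting fluorescence ratio at most library mean plus 5 SD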;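 also: more negative B-score means stronger inhibition of thallium flux through KCNK3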
HDAC3 inhib: blocks human histone deacetylase 3; recombinant HDAC3, fluorogenic peptide/trypsin coupled, fluorescence; inhibition, % at 8.3 µM; O15379; hit rate 0.15% among 320,000; in the data active = inhibition above about 26%, passing the limit was not always enough; inconclusive = no clear call, values can overlap the other calls
GSK3B inh: inhibitors of human GSK3beta kinase; hit rate 0.038% among 300,000; AID 2097; activity score (negative = inhibition), % at 10 µM; P49841; GST-GSK3beta kinase, ADP-Glo luminescence, 60 min; stronger effect = lower value;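 active = more than half of replicate wells score below -50%, meaning over 50% inhibition versus plate controls; inconclusive = some replicates but at most half score below -50%; inactive = no replicate scores below -50%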;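 also: 0% = median DMSO wells and -100% = median GW8510 positive control wells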
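Test system: GST-tagged human GSK3beta kinase, cell-free; evaluation: activity score scaled between in-plate DMSO and GW8510 controls; measured by: ADP-Glo luminescence; incubation: 60 min reaction, RT; benchmarks: DMSO and 20 µM GW8510; reagent: peptide substrate plus 25 µM ATP (final); medium: Tris/MgCl2 kinase buffer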
PolyA inh: inhibitors of polyadenylation in S. cerevisiae. AID 1875. S. cerevisiae SKY197-pL101 polyadenylation reporter, beta-gal luminescence; efflux-impaired pdr1/pdr3 knockout yeast; score 100 = 6 SD above DMSO. calls only at 12 µM. hit rate 0.02% among 300,000;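 active = lowest replicate activity score at least 50, where 100 means six control SD above control mean; inconclusive = lowest score under 50 but half or more replicates reach 50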;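 also: yeast exposed to compound for 9 h at 30 °C; higher score means more reporter readthrough which indicates perturbed polyadenylation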
RGS4 act: potentiators or activators of RGS4. HEK293 M3R/inducible RGS4, carbachol calcium flux Fluo4; stronger effect = lower value. B-score at 10 µM. hit rate 0.92% among 310,000;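 active = B-score of the integrated calcium signal more than 4 SD below the library mean, with starting fluorescence not abnormally high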;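 also: negative B-score means reduced calcium response which marks RGS4 activation or potentiation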
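Test system: HEK293 cells with stable M3R and inducible RGS4; also added: carbachol at ECmax as muscarinic agonist stimulus; schedule: dye loading 30 min 37 °C, buffer rest 30 min RT; technique: kinetic calcium fluorescence imaging with Fluo4-AM dye, 2 µM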
KCNQ1 act: potentiates or activates the human KCNQ1 potassium channel. P51787. CHO-K1 KCNQ1, thallium flux FluxOR fluorescence; stronger effect = higher value. B-score at 10 µM. hit rate 0.35% among 310,000. AID 2648;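 active = fluorescence ratio B-score, a plate-corrected score, at least three library SD, with initial intensity B-score within 5 SD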
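Doses: Single concentration per compound, DMSO matched to controls | Test system: KCNQ1-transfected CHO-K1 cells | Timing: 90 min dye loading and 20 min compound exposure, both at room temperature | Measured by: Kinetic FluxOR thallium fluorescence, 10-s 1-Hz baseline, 110-s post-stimulus read | Medium: Assay buffer with matched DMSO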
* = called active by the depositor; i = inactive; u = inconclusive; x = no result given. This is a subset, so the mix of outcomes need not match the whole.

Sequence of screens: KCNK9 inh, KCNQ1 block, hERG protect, GSK3A inh, DYRK1A inh, KCNK3 block, HDAC3 inhib, GSK3B inh, PolyA inh, RGS4 act, KCNQ1 act
> CCC(=NCc1cc(OC)cc(OC)c1)c1c(O)n(C2CCCCC2)c(=O)[nH]c1=O
  i, i, -11, 2, -7, i, -3, 0, i, i, i
> CC(C)Oc1cccc(C(=O)C2CCCN(Cc3ccon3)C2)c1 (centres undefined)
  i, i, -14, -8, -4, i, 14, -1, i, i, i
> Cc1ccc(C(=O)n2cc(CCN3CCS(=O)(=O)CC3)c3ccccc32)cc1
  i, i, -14, -1, -7, i, 9, -3, i, i, i
> Cc1ccc2c(c1)C1CN(C)CCC1N2C(=O)c1ccco1 (centres undefined)
  i, i, -5, -2, -10, i, 4, 0, i, i, i
> O=C(NC(=S)N1C[C@H]2C[C@H](C1)c1cccc(=O)n1C2)c1ccc(Cl)cc1Cl
  i, i, -8, -1, 13, i, -1, 3, i, i, i
> O=C(O)C(Cc1cnc[nH]1)NS(=O)(=O)c1ccc(Br)cc1 (centres undefined)
  i, i, -2, -5, 0, i, 6, 3, i, i, i
> CC(=O)N1CCN(Cc2ccc(Cl)nc2)CC1
  i, i, -5, -1, 6, i, -2, -2, i, i, i
> CC1CC2(O)c3nonc3CCC2N1O (centres undefined)
  i, i, -5, -2, -1, i, -3, 0, i, i, i
> COc1ccc(-n2c(=O)[nH]c3ccccc3c2=O)c(OC)c1
  i, i, -6, -1, 2, i, -6, 1, i, i, i
> NCCc1c[nH]c2ccc(O)cc12
  i, i, -6, 8, 6, i, -2, -1, i, i, i

Overlap with the part before: 2 compounds; new compounds follow.
Sequence of screens: KCNK9 inh, KCNQ1 block, hERG protect, GSK3A inh, DYRK1A inh, KCNK3 block, HDAC3 inhib, GSK3B inh, PolyA inh, RGS4 act, KCNQ1 act
> COc1ccc(-n2c(=O)[nH]c3ccccc3c2=O)c(OC)c1
  i, i, -6, -1, 2, i, -6, 1, i, i, i
> NCCc1c[nH]c2ccc(O)cc12
  i, i, -6, 8, 6, i, -2, -1, i, i, i
> CC1CN=C(NCc2ccccc2)S1 (centres undefined)
  i, i, -16, x, 9, i, 6, -1, i, i, i
> C#CCN(C)C(C)Cc1ccccc1 (centres undefined)
  i, i, -6, 2, -1, i, x, 2, i, i, i
> CC(C)N1C(=O)CC2(CC[N+](C)(CCOC(=O)C(O)(c3ccccc3)c3ccccc3)CC2)C1=O (centres undefined)
  i, i, -4, 3, -8, i, -2, -1, i, i, i
> CN(C)CCN(CC1CCCN(Cc2ccccc2F)C1)C(=O)Cc1c(F)cccc1F (centres undefined)
  i, i, -10, 2, 4, i, -7, -1, i, i, i
> CCC(COC(=O)NC)NC(=O)Oc1ccccc1 (centres undefined)
  i, i, -8, 2, 4, i, 9, -1, i, i, i
> COc1ccc(C(=O)C2CN(C)CC2C(=O)c2ccc(OC)cc2)cc1 (centres undefined)
  i, i, -9, 10, -3, i, 8, 4, i, i, i
> CCCC[N+]1(C)C2CC(OC(=O)C(CO)c3ccccc3)CC1C1OC12 (centres undefined)
  i, i, -6, -3, 7, i, 4, 0, i, i, i
> O=C(Nc1ccccc1)c1cccn(Cc2ccccc2)c1=O
  i, i, -11, -1, -2, i, -6, 0, i, i, i
> O=C1C2CCN(CC2)C1Cc1ccc(OCCOc2ccccc2)cc1 (centres undefined)
  i, i, -6, 1, 0, i, -1, -2, i, i, i
> COc1ccc(CCn2c(O)c(C=NCCCN(C)C)c(=O)[nH]c2=O)cc1OC
  i, i, -10, 10, -1, i, 5, -3, i, i, i
> COc1ccc(CN2CCCC(C(=O)c3ccccc3SC)C2)cc1O (centres undefined)
  i, i, -20, -1, -1, i, 4, -1, i, i, i
> Cc1ccc2c(c1)C1CN(C)CCC1N2C(=O)c1cccnc1Cl (centres undefined)
  i, i, -12, -1, -4, i, -4, 4, i, i, i
> COCCN1Cc2cc(=O)n3c([nH]c4ccccc43)c2C1=N
  i, i, -19, 6, -3, i, -216, 2, i, i, i
> O=c1[nH]c(=O)n(CCC2=CCCCC2)c(O)c1C=NCc1cccnc1
  i, i, -5, 2, -5, i, -1, -2, i, i, i
> C=Cn1ccnc1P(=S)(c1ccc(Cl)cc1)c1nccn1C=C
  i, i, -9, 0, -1, i, 4, -1, i, i, i
> CCC(C)NC(=O)c1c(N)n(Cc2ccc3c(c2)OCO3)c2nc3ccccc3nc12 (centres undefined)
  i, i, -4, 4, -1, i, 5, 4, i, i, i
> CN(C(=O)Oc1ccc(F)cc1)c1ccccc1
  i, i, -6, -2, 0, i, -6, -1, i, i, i
> c1ccc2c(CN3CCOCC3)c[nH]c2c1
  i, i, -1, -7, x, i, -4, -5, i, i, i
> COc1ccccc1-n1c(O)c(C=Nc2c(C)n(C)n(-c3ccccc3)c2=O)c(=O)[nH]c1=O
  i, i, -2, 4, -4, i, 9, -1, i, i, i
> Cc1ccc(C(=O)N[C@@H](C)CN2C3=NC[C@@H](Cc4ccccc4)N3C[C@H]2Cc2ccc(O)cc2)cc1Br
  i, i, -21, 11, x, x, 8, -1, i, i, i
> COc1ccc2c3c([nH]c2c1)C(C)=NCC3
  i, i, -5, -3, 86*, i, -13, -2, i, i, i
> CCOC(=O)C1=C(C)OC(N)=C(C#N)C12C(=O)Nc1ccc(C)cc12 (centres undefined)
  i, i, -15, 0, 2, i, 6, 0, x, i, i
> CCCCN1CCC(C#N)(Nc2ccccc2)CC1
  i, i, -12, 0, 0, i, 3, -1, i, i, i
> CCC(=NCc1cccnc1)c1c(O)n(-c2ccccc2C)c(=O)[nH]c1=O
  i, i, -12, 0, 1, i, -1, 0, i, i, i
> CC(C(=O)c1c[nH]c2ccccc12)N1CCN(C(=O)c2ccco2)CC1 (centres undefined)
  i, i, 3, -2, 8, i, -1, 1, i, i, i
> Cc1cc(N2CCNCC2)nc2ccccc12
  i, i, -1, -1, -1, i, 1, x, i, i, i
> COC(=O)C1=C(c2ccccc2)C[C@@H]2CC[C@H]1N2C(=O)NCCS(C)=O (some centres undefined)
  i, i, -8, -3, 2, i, 0, 0, i, i, i
> CN(C)C(Cc1ccc(Cl)cc1)C(=O)c1ccccc1 (centres undefined)
  i, i, -4, 0, -4, i, -1, -2, i, i, i
> CCCCC(=O)N/N=C/c1c(O)n(Cc2ccc(F)cc2)c(=O)[nH]c1=O
  i, i, -17, 0, x, i, 7, -5, i, i, i
> Brc1cc2c(cc1CN1CCN(c3ccccc3)CC1)OCCO2
  i, i, -4, -1, 0, i, -3, -1, i, i, i
> NC(=O)Cn1cc(C(=O)c2ccccc2F)c2ccccc21
  i, i, -4, -1, -1, i, u, 0, i, i, i
> NP(=O)(OCCCc1ccccc1)Oc1ccccc1Cl (centres undefined)
  i, i, -3, -4, 4, i, -7, 2, i, i, i
> CC1(C)COC(Nc2cccc(Cl)c2)=N1
  i, i, -12, -1, -2, i, 8, -2, i, i, i
> c1ccc(CNc2c3c(nc4ccccc24)CCC3)cc1
  i, i, -27, 1, 5, i, 8, 0, i, i, i
> COc1ccc(OP(=O)(Nc2ccccc2)Nc2ccccc2)cc1
  i, i, -23, 2, 3, i, 1, 2, i, i, i
> Cc1[nH]c2ccccc2c1CCNCc1ccco1
  i, i, -7, 3, 10, i, 2, 1, i, i, i
> NP(=O)(Oc1ccccc1Cl)Oc1ccccc1Cl
  i, i, -13, -2, 2, i, -3, 2, i, i, i
> CC(Cc1ccccc1)[n+]1cc(/N=C(\[O-])Nc2ccccc2)on1 (centres undefined)
  i, i, -1, -1, -2, i, 4, -2, i, i, i
> C[N+](C)(C)CC#CCN1CCCC1=O
  i, i, -4, -4, 1, i, -10, 12, i, i, i
> O=C(Cn1cnc2ccccc2c1=O)NCCC(=O)N1CCC2(CC1)OCCO2
  i, i, -8, 0, 5, i, 2, 2, i, i, i
> CC(=O)N1N=C(c2cccnc2)CC1c1ccccc1O (centres undefined)
  i, i, -11, 10, -4, i, 2, -1, i, i, i
> Cn1c(O)c(C(c2ccccn2)c2c(O)n(C)c(=S)[nH]c2=O)c(=O)[nH]c1=S
  i, i, -7, 2, -4, i, u, 1, i, i, i
> CN(C)c1ccc(/C=C2/C(=O)NC(=O)N(Cc3ccco3)C2=O)cc1
  i, i, -11, -1, -3, i, 1, 0, i, i, i
> COc1ccc2c(c1)CC1(CN2C)C(=O)NC(=O)N(c2ccc(F)cc2)C1=O (centres undefined)
  i, i, -18, 0, 3, i, u, 0, i, i, i
> COc1ccc(OC)c(NC2=NCCCS2)c1
  i, i, -8, -1, x, i, -1, 2, i, i, i
> Cc1ccc(Cn2nnnc2CN2CCC(n3nnc4ccccc43)CC2)cc1
  i, i, -20, 1, 1, i, 3, -3, i, i, i
> O=C(Nc1ccc(F)c([N+](=O)[O-])c1)N1C[C@H]2C[C@@H](C1)c1cccc(=O)n1C2
  i, i, -5, 0, 2, i, 3, 1, i, i, i
> CCC(=NCC1CCCO1)c1c(O)n(-c2ccc(OC)cc2)c(=O)[nH]c1=O (centres undefined)
  i, i, -10, 1, 9, i, 6, 1, i, i, i
> CC(=NCc1ccc(F)cc1)c1c(O)n(C)c(=O)n(C)c1=O
  i, i, -5, -1, -9, i, 3, 1, i, i, i
> C=CCn1c(O)c(C(C)=Nc2cccc(C(F)(F)F)c2)c(=O)[nH]c1=O
  i, i, -13, -4, x, i, -10, -1, i, i, i

Further results
Sequence of screens: KCNK9 inh, KCNQ1 block, hERG protect, GSK3A inh, DYRK1A inh, KCNK3 block, HDAC3 inhib, GSK3B inh, PolyA inh, RGS4 act, KCNQ1 act
> Cc1ccc(N=C(/N=C(\N)N[N+](=O)[O-])Nc2ccc(C)cc2)cc1
  i, i, -12, 3, 2, i, 0, 3, i, i, i
> O=[N+]([O-])NC1=NCN(Cc2ccco2)CN1Cc1ccco1
  i, i, -9, -1, 9, i, 3, -2, i, i, i
> CN(C)c1ccc2c(c1)N=C(c1ccco1)OP2(=S)N1CCOCC1 (centres undefined)
  i, i, -11, 8, 0, i, 2, -5, i, i, i
> O=C1NC(=O)N(Cc2ccc(F)cc2)C(=O)/C1=C\c1ccoc1
  i, i, -8, -5, 10, i, 7, 3, i, i, i
> CC[N+](CC)(CC)CCCCCCCCCC[N+](CC)(CC)CC
  i, i, -8, -1, x, i, 2, 4, i, i, i
> CCc1ccc(CN2CCCC(C(=O)c3sccc3C)C2)o1 (centres undefined)
  i, i, -10, -2, 5, i, 0, 2, i, i, i
